HCMV antiviral = qHTS Assay for inhibitors of the human cytomegalovirus (HCMV); HFF cells, HCMV-luciferase reporter, 72 h; active compounds read low; activity change, negative = inhibition, % at 57.5 µM; 4.5% of 410,000 active; AID 1259415, 2018; in the data active = activity change below about -60%; inconclusive = no clear call, values can overlap the other calls; inactive = above about -39%
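Cell-based, HFFs, 1000 cells/well, 16 h 37C; cpds in DMSO + HCMV-luc, MOI 1 PFU/cell; 72 h 37C; OneGlo luminescence after 5 min RT; norm. to buffer vs Salinomycin 10uM.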
TbPYK inhibitor = qHTS of Trypanosoma Brucei Inhibitors | pyruvate kinase (Trypanosoma brucei), Q57TT1 | TbPYK enzyme, Kinase-Glo Plus ATP luminescence, 45 min | Potency, µM (titrated, usually from 76.8 µM), inactives show at the highest dose activity, negative = inhibition, actives largely listed as inhibitors | 0.12% of 410,000 active | AID 624173, 2012; also: potency is read from the fitted curve at half-maximal effect; nearly all actives have a fitted effect of over 50% in size
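Screened from lowest to highest concentration, compounds were pinned into TbPYK/substrate mixtures, and ADP (130 uM final) was added. Plates sat at room temperature for 45 min prior to Kinase-Glo Plus detection by luminescence.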
AMA1 RON2 block = qHTS for Inhibitors of AMA1-RON; Towards Development of Antimalarial Drug Lead: Primary Screen. Plasmodium falciparum AMA1 (3D7) - RON2 peptide interaction. AlphaScreen AMA1-biotinylated RON2 peptide binding. Potency, µM (highest dose often 58.2 µM), inactives show at the top dose activity change, negative = inhibition, actives largely listed as inhibitors. 0.2% of 360,000 active. AID 720542, 2013;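 also: potency is read from the fitted curve at half-maximal effect; 0% = vehicle wells and -100% = peptide control; nearly all actives have a fitted effect of over 45% in size; some results filed as inactive show a strong effect at the top dose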
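AMA1 (3D7) with his tag at 25 nM final met compounds first, then biotinylated RON2 peptide at 25 nM; detection used donor plus acceptor beads, 10 µg/mL apiece, read by AlphaScreen after 30 min at room temperature.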
AmpC no deterg = qHTS Inhibitors of AmpC Beta-Lactamase (assay without detergent); 0.52% of 330,000 active; AmpC nitrocefin hydrolysis, absorbance 480 nm, 0.0001% Triton; AID 485341, 2010; Potency, µM (titrated, usually from 57.1 µM), for inactives: at the top dose activity change, negative = inhibition, usual class: inhibitors; P00811;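 also: potency is read from the fitted curve at half-maximal effect; plate controls were no compound for no effect and no enzyme for full effect; nearly all actives have a fitted effect of over 20% in size; some results filed as inactive show a strong effect at the top dose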
Target sequence (P00811 whole entry, looked up): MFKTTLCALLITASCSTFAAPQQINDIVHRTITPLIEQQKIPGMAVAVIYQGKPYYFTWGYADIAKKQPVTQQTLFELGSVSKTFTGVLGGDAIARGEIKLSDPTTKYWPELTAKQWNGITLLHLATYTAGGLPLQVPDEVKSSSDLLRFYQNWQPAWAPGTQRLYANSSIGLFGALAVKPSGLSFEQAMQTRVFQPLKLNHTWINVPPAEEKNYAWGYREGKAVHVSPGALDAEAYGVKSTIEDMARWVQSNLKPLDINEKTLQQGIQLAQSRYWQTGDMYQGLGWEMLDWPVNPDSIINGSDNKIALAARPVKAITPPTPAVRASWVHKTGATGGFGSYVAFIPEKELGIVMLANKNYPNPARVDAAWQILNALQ
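20 mM phosphate pH 7.0 + 0.01% (detergent screen) or 0.0001% Triton X-100; 5.3 nM AmpC reagent; cpd preinc 15 min RT; nitrocefin (800 uM stock) to start; A480 q20 s × 4 min; Activity was normalised to no-enzyme and no-compound control wells.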
LmPK inhibitor = qHTS Assay for Inhibitors of Leishmania Mexicana Pyruvate Kinase (LmPK); Q27686; purified LmPK, Kinase-Glo ATP luminescence, 1 h; Potency, µM (highest dose often 57.5 µM), inactives show at the highest dose activity change, negative = inhibition, hits mostly inhibitors; 0.37% of 290,000 active; also: potency is read from the fitted curve at half-maximal effect
Target sequence (Q27686 whole entry, looked up): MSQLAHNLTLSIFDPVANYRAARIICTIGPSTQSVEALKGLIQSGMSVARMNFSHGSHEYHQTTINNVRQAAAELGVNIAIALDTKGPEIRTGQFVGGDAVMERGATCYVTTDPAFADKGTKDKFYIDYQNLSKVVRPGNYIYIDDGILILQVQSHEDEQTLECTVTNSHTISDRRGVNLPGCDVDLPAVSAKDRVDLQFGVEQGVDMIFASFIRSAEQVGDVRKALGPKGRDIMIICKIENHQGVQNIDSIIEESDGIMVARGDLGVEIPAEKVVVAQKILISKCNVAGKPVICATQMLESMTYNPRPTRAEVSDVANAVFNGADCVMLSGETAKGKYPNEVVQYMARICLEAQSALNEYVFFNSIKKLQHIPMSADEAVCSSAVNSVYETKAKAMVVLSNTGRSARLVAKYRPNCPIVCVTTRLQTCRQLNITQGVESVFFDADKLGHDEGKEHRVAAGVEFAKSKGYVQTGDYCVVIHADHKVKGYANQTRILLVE
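Purified LmPK (0.1 nM) with 0.5 mM PEP and 0.1 mM ADP in imidazole buffer pH 7.2 with MgCl2/KCl, 1 h at room temperature. ATP formed was read by luciferase luminescence and normalized to no-enzyme and uninhibited controls.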
HCV inh = qHTS Assay for Inhibitors of Hepatitis C Virus (HCV); Potency, µM (series often up to 41.8 µM), for the others: top-dose activity change, negative = inhibition, usual class: inhibitors; 3.4% of 340,000 active; Huh7.5.1 HCVcc-Cre infection, luciferase reporter, 44 h; also: potency is read from the fitted curve at half-maximal effect
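Whole-lifecycle infectious HCVcc-Cre system; cells 1,000/well, compound then virus (~0.5 moi) added 4 h after plating, 44 h culture. Luciferase read 15 sec following 15 min substrate incubation, room temp.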
AmpC detergent = qHTS Inhibitors of AmpC Beta-Lactamase (assay with detergent); AID 485294, 2010; Potency, µM (titrated, usually from 114 µM), without a hit: at the highest dose activity change, negative = inhibition, most hits filed as inhibitors; 0.041% of 370,000 active; AmpC hydrolysis of nitrocefin, absorbance 480 nm, 0.01% Triton;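 also: potency is read from the fitted curve at half-maximal effect; 0% = no-compound wells and -100% = no-enzyme wells; nearly all actives have a fitted effect of over 25% in size; some results filed as inactive show a strong effect at the top dose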
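AmpC (5.3 nM in the dispensed reagent) in 20 mM phosphate pH 7.0 with 0.01% (detergent screen) or 0.0001% Triton X-100 was preincubated with compounds for 15 min at room temperature. Nitrocefin was then added from an 800 uM solution, and hydrolysis was followed at 480 nm.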
Active calls of the source: *; ? = inconclusive; · = not tested or not shown; [ ] = another dose, or the depositor's remark. Unless noted, calls follow the shape of the dose curve; as a rule, active = well fitted curve in the direction sought with a large enough effect; inconclusive = small, poorly fitted or top-dose-only effect, or another doubt; inactive = no such curve, though single readings can be large; an effect the other way counts as inactive or inconclusive. Unless noted, % is scaled to controls: 0 for no effect and ±100 for the full control effect.

A first look (4 entries):
SMILES	HCMV antiviral	TbPYK inhibitor	AMA1 RON2 block	AmpC no deterg	LmPK inhibitor	HCV inh	AmpC detergent
Cc1noc(Cn2c(=O)c3ccccc3n(CC(=O)Nc3ccc(C(C)C)cc3)c2=O)n1	-4	2%	·	·	·	·	-8%
COc1ccc(C(=O)NC2CCN(C(=S)Nc3ccc(C)c(C)c3)CC2)cc1	-34	2%	17%	-16%	0%	-10%	?
CCOc1ccc(C(=O)Nc2ccc(-c3cc4ccccc4oc3=O)c(C)c2)cc1[N+](=O)[O-]	?	-2%	2%	-24%	0%	?	-13%
COc1ccc(OC)c(NC(=O)NCCc2c[nH]c3ccccc23)c1	-87*	-13%	-2%	-49%	5%	?	0%

Main list, from the start:
SMILES	HCMV antiviral	TbPYK inhibitor	AMA1 RON2 block	AmpC no deterg	LmPK inhibitor	HCV inh	AmpC detergent
Cc1noc(Cn2c(=O)c3ccccc3n(CC(=O)Nc3ccc(C(C)C)cc3)c2=O)n1	-4	2%	·	·	·	·	-8%
COc1ccc(C(=O)NC2CCN(C(=S)Nc3ccc(C)c(C)c3)CC2)cc1	-34	2%	17%	-16%	0%	-10%	?
CCOc1ccc(C(=O)Nc2ccc(-c3cc4ccccc4oc3=O)c(C)c2)cc1[N+](=O)[O-]	?	-2%	2%	-24%	0%	?	-13%
COc1ccc(OC)c(NC(=O)NCCc2c[nH]c3ccccc23)c1	-87*	-13%	-2%	-49%	5%	?	0%
CCOC(=O)C1=CN(Cc2cccc(-c3ccc(F)cc3)c2)S(=O)(=O)N(C)C1C (stereo not drawn)	-10	3%	20%	26%	·	?	·
COc1ccc(C(=O)CSc2nnc(CNC(=O)c3ccccc3)n2C)cc1	-13	4%	-6%	66%[activator]	-5%	13%	-8%
CC(C)OCCCNS(=O)(=O)c1ccc2ccccc2c1	-22	3%	-5%	-2%	6%	0%	0%
Cc1cc(C)n(CCc2nc3c4ccccc4nc(SCc4ccc(Cl)cc4)n3n2)n1	0	-2%	·	·	·	·	-4%
CCOC(=O)Cc1ccc(NC(=O)n2ncc3c(C)cccc32)cc1	-74*	-1%	·	·	·	·	2%
CCC(C(=O)N1CCCCCC1)n1nc(C)n2c(cc3occc32)c1=O (stereo not drawn)	1	-4%	49%[activator]	34%	0%	-4%	9%
C[C@@H]1CN([C@H](C)CO)C(=O)CCCn2nncc2CO[C@H]1CN(C)C(=O)Oc1ccc2ccccc2c1	?	3%	22%	·	·	·	·
Cc1ccc(N2C(=O)C(NC(=O)c3ccccc3F)(C(F)(F)F)C3=C2CC(C)(C)CC3=O)cc1 (stereo not drawn)	-23	2%	-31%	110%[activator]	9%	3%	-6%
CCOC(=O)N1CCN(S(=O)(=O)c2cc(OCC)ccc2OCC)CC1	-10	-2%	6%	70%[activator]	4%	-7%	?
Cn1nc(C(C)(C)C)cc1N1C(=O)CCC1(C)C(=O)NC1CCCCC1 (stereo not drawn)	13	1%	10%	·	·	·	·
O=C1C=C(c2c(O)ccc3ccccc23)c2ccccc2C1=O	-97*	-12%	?	·	·	?	·
CCOc1ccc(C(C(=O)NCC2CCCO2)N(C(=O)c2snc(C(N)=O)c2N)c2ccc(F)cc2)cc1 (stereo not drawn)	10	2%	-1%	155%[activator]	-1%	-18%	1%
Cc1cc(NC(=O)c2ccc(Cl)c(S(=O)(=O)N3CCCCC3)c2)no1	0	-5%	4%	326%	-1%	?	1%
Cc1ccc(NC(=O)CN2C(=O)S/C(=C\c3ccc(-c4cccc(C(=O)O)c4C)o3)C2=O)cc1C	1	-5%	-10%	-28%	5%	-3%	-12%
O=C(CCN1CCN(c2ccccc2)CC1)N/N=C/c1ccccc1OC(F)F	-35	-2%	83%[activator]	33%	2%	?	-15%
CCCc1cc(=O)[nH]c(SCC(=O)N2C(C)CCCC2C)n1 (stereo not drawn)	25	-1%	-9%	-8%	2%	21%	?
CN1CCc2c(sc(NC(=O)C3COc4ccccc4O3)c2C(N)=O)C1 (stereo not drawn)	-63*	-12%	-1%	28%	6%	·	-5%
CCC(C(=O)Nc1cccc(Cl)c1C)n1nc(-c2ccc(C)cc2)ccc1=O (stereo not drawn)	12	1%	·	·	·	·	8%
Fc1ccccc1C(c1nnnn1Cc1ccc2c(c1)OCO2)N1CCN(Cc2ccccc2)CC1 (stereo not drawn)	-3	-1%	-11%	22%	4%	?	-3%
CCCCN(C(=O)C1COc2ccccc2O1)c1c(N)n(CCC)c(=O)[nH]c1=O (stereo not drawn)	-9	6%	-8%	-23%	·	14%	·
Cn1nnnc1SCC(=O)NC(=O)c1cccc([N+](=O)[O-])c1	-25	-4%	-3%	-18%	6%	17%	-7%
Nc1nccc(-c2cc(-c3ccc(Cl)cc3Cl)no2)n1	18	-6%	-9%	-12%	-21%	-3%	2%
CNC(=S)N(CCc1ccc(S(N)(=O)=O)cc1)C1CC(=O)N(c2ccccc2F)C1=O (stereo not drawn)	-26	2%	?	-18%	6%	?	-10%
O=S(=O)(NCC(c1ccco1)N1CCOCC1)c1ccc(Br)cc1 (stereo not drawn)	14	1%	·	·	·	·	3%
CSc1nc2ccc(NC(=O)c3cc4ccccc4o3)cc2s1	3	1%	-6%	-19%	-12%	1%	-3%
CCOC(=O)c1sc(N)c(C(=O)Nc2ccccc2OC)c1C	6	-8%	-8%	-51%	3%	-29%	-1%
Cn1c(O)c(/C=C2\C=c3ccccc3=NC2=O)c(=O)n(C)c1=O	0	?	-3%	-22%	8%	14%	-8%
COC(=O)c1c(-c2ccc(C)cc2)csc1NC(=S)NC(=O)c1cc(OC)cc(OC)c1	18	-4%	2%	-33%	2%	25%	-5%
Cc1cccc(/C=C2/Sc3ccc(C(=O)NCCN4CCCC4)cc3NC2=O)c1	?	3%	-11%	112%[activator]	6%	?	-11%
COc1ccc(OC)c(NC(=O)c2nc(S(=O)(=O)Cc3ccc(F)cc3)ncc2Cl)c1	-97*	-7%	·	·	·	·	1%
O=c1[nH]c(=S)n(C2CC2)c(O)c1C=NCc1cccnc1	·	-1%	-1%	-8%	-1%	5%	-3%
CCc1cc[n+](C(C(=S)Nc2cccc(C)c2)=C([O-])c2ccc(C)c([N+](=O)[O-])c2)cc1	83	-14%	-26%	·	·	?	·
COc1cccc(-c2cnc3c(NC(C)=O)cc(-c4cccc(NC(C)=O)c4)cn23)c1	8	-3%	-8%	·	·	·	·
Cc1cccc(CNC(=O)C2CCC(=O)N(CCc3cccc(F)c3)C2)n1 (stereo not drawn)	-17	0%	44%[activator]	11%	-7%	18%	-5%
COC(=O)c1ccc(NC(=S)NC2CC(C)(C)NC(C)(C)C2)cc1	-30	-1%	8%	-30%	0%	?	-1%
CC1=C(C(=O)N(C(C)C)C(C)C)CC(CC(=O)NCCCN(C)C)C(=O)N1Cc1ccc(C(C)(C)C)cc1 (stereo not drawn)	?	0%	-3%	·	·	·	·
CCN(CC)CCN1C(=O)C(O)=C(C(=O)c2ccc(C)o2)C1c1ccccn1 (stereo not drawn)	·	-5%	14%	·	·	0%	·
CC(=O)N1C(O)CC(C)N1c1ccccc1 (stereo not drawn)	3	5%	3%	-27%	-3%	4%	2%
CCOc1cc(/C=C2\SC(=O)N(c3ccc(O)cc3)C2=O)ccc1O	?	0%	3%	10µM*	1%	-22%	-5%
Cc1ccc(N=C(N)N=C(N)N)c(C)c1	?	4%	37%[activator]	-15%	3%	8%	-1%
CC(C)C1Oc2ccccc2N(CC(=O)N(Cc2ccccn2)CC2CCCO2)C1=O (stereo not drawn)	14	6%	-5%	91%[activator]	2%	6%	?
CC1(C(=O)NC2CCN(Cc3ccccc3)CC2)CCN1Cc1ccc2ccccc2c1 (stereo not drawn)	-67*	-1%	-6%	·	·	·	·
Cn1c(=O)c2c(nc(CN3CCN(CCO)CC3)n2Cc2cccc3ccccc23)n(C)c1=O	-14	-13%	6%	52%	1%	?	?
Cc1ccc(C)c(NC(=O)Cn2c(=O)n(Cc3ccc4c(c3)OCO4)c(=O)c3ccc(C(=O)NC4CCCCC4)cc32)c1	5	0%	·	·	·	·	2%
Cc1ccn2c(=O)nc(SCC(=O)OCc3ccccc3)nc2c1	-16	1%	4%	?	·	24%[8.37 µM]	5%
Cc1cccc(NC(=S)N/N=C/c2cccc(O)c2)c1C	?	-6%	96%[activator]	-38%	3%	?	6%
COc1ccc(C(=O)ON=C(C)c2nccs2)cc1	-28	?	8%	·	·	·	·
COc1ccc(-n2nc3c(c2NC(=O)CCCl)CSC3)cc1	·	4%	-7%	-8%	-8%	-13%	-1%
C#Cc1ccc([C@H]2C=C(C(=O)N3CCN(Cc4ccc5c(c4)OCO5)CC3)O[C@@H](OCC)[C@@H]2CCCO)cc1	?	-2%	-23%	209%[activator]	10%	?	10%
Cc1ccn(CC(=O)NC2CC(C)(C)Cc3c2cnn3-c2ccc(F)cc2)n1 (stereo not drawn)	79	-4%	13%	-29%	-16%	-8%	0%
CSc1ccc(NC(=O)c2cccnc2)cc1C#N	-11	-6%	-6%	97%	-1%	-19%	?
CCCCc1ccc(S(=O)(=O)N/N=C(/C)c2ccncc2)cc1	?	-4%	0%	-10%	-7%	?	-10%
c1ccc2c(N3CCOCC3)nc(-c3ccncc3)nc2c1	87	-5%	-2%	-13%	-7%	?	?
Cc1nnc(NC(=O)CSc2nnc(C)n2Cc2ccccc2)s1	-9	-4%	-7%	-18%	-1%	9%	-5%
CCc1ccc(Nc2nnc(SCC(=O)Nc3sccc3C(N)=O)s2)cc1	8	-13%	13%	16µM*	3%	?	5%
O=C(/C=C/c1cccc(F)c1)OCC(=O)c1ccc[nH]1	-10	-2%	-7%	-25%	·	8%	·
O=C(NCc1ccccc1Cl)C1CCN(C(=O)c2ccc(F)cc2)CC1	14	-5%	6%	·	·	·	·
CC(C)(C)c1ccc(-c2nnc(-c3ccccc3NC(=O)c3ccc(F)cc3F)o2)cc1	-5	2%	·	·	·	·	2%
COc1ccc(/C=N/Nc2cc(C)nc3c(C)cccc23)cc1	-24	-4%	-12%	-11%	0%	13µM*	7%

High-throughput results (PubChem)
